HEK293 NFkB inh – inhibitors of the PMA/ionomycin-induced NF-kB reporter in HEK293 cells. HEK-293 NF-kB luciferase reporter, luminescence. inhibition, % at 3 µM. actives 0.21% (n = 62,000);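 active = inhibition above the mean of all tested compounds plus 3 SD, cut at about 40% in these data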;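 note: 0% = stimulated DMSO wells and 100% = 10 µM reference inhibitor 5653914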
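Timing: 1 h pretreatment, 16 h stimulation, 37 °C; system: HEK-293 cells with stable firefly luciferase reporter driven by four HIV NF-kB elements; doses: 3 µM once, 0.30% DMSO; measured by: luciferase luminescence; control set: DMSO and 10 µM reference inhibitor; repeats: single test; reagent: PMA plus ionomycin mix as NF-kB-activating stimulus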
D1 mod – allosteric modulators of human D1 dopamine receptor; HEK293 D1, CRE-luciferase, dopamine EC30 potentiation; actives deviate in either direction; B-score at 10 µM; actives 5.9% (n = 58,000);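 active = luminescence count or its row- and column-corrected plate score outside the 99.7% band of the plate's sample wells, on either side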
Target sequence (P21728 whole entry, looked up): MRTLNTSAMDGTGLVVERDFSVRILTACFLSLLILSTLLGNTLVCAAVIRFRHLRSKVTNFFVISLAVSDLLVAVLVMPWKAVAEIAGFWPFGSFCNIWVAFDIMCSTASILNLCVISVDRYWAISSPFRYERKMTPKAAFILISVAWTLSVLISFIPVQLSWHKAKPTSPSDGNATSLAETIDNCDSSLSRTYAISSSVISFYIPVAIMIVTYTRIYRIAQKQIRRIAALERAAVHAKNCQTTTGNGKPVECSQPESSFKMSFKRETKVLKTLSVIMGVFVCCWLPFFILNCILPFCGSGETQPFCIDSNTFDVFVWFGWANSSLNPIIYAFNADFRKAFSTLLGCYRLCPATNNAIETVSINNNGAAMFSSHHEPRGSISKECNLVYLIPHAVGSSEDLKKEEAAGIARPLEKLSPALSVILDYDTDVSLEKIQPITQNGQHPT
5HT1E ag – 5-HT1E (human) receptor agonism | activation, % at 6 µM | actives 0.69% (n = 65,000) | CHO 5-HT1E Ga15 NFAT-bla reporter, FRET; 0% DMSO wells, 100% control agonist wells;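 active = activation above a set limit, the screen-wide mean activation plus 3 SD, cut at about 8.5% in these data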;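 note: 100% = positive control agonist at 1 µM giving full maximal response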
Jurkat viability – cytotoxic compounds reducing Jurkat cell viability. Jurkat E6.1 viability, ATP luminescence, 48 h. actives 1.2% (n = 56,000). inhibition, % at 4 µM;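 active = inhibition above the mean inhibition of all tested compounds plus 3 SD, cut at about 28% in these data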
HTR1E antagonist – antagonists of human 5-HT1E serotonin receptor; AID 571; inhibition, % at 6 µM; CHO 5-HT1E Ga15 NFAT-bla reporter, FRET, antagonist; actives 0.99% (n = 65,000); P28566;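 active = inhibition above a set limit, the mean inhibition across every tested compound plus 3 SD, cut at about 29% in these data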;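 note: signal is the 460 over 535 nm emission ratio of beta-lactamase substrate; 0% = agonist plus DMSO wells and 100% = wells without agonist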
5HT1a ag – activates the human 5-HT1a serotonin receptor | CHO 5-HT1a Ga15 NFAT-bla reporter, FRET ratio; 0% basal, 100% maximal reference agonist | activation, % at 10 µM | actives 0.56% (n = 65,000);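 active = activation above the screen-wide mean activation plus 3 SD, cut at about 19% in these data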;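 note: 0% = DMSO wells and 100% = 5-CT at EC100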
Target sequence (P08908 whole entry, looked up): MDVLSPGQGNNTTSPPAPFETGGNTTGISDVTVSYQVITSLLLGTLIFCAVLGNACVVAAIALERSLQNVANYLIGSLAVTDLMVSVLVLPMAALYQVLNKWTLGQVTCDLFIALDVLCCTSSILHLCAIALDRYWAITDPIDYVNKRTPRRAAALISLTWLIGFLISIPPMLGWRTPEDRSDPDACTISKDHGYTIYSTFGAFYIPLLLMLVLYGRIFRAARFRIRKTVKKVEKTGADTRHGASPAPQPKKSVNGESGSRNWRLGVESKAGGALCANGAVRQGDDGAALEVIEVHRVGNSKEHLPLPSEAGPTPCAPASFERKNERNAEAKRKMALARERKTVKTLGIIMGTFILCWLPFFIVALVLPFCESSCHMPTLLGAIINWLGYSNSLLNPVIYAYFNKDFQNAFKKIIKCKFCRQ
5-HT1A blocker – blocks the human serotonin 5-HT1a receptor. P08908. CHO 5-HT1a Ga15 NFAT-bla reporter, antagonist mode. inhibition, % at 10 µM. actives 0.68% (n = 62,000). AID 612;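 active = inhibition above the mean of all tested compounds plus 3 SD, cut at about 43% in these data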;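 note: receptor stimulated by 5-CT agonist at 100 nM near EC80; beta-lactamase reporter measured by ratiometric fluorescence of a cleavable substrate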
S1P1 ag pot – agonists and agonism potentiators of human S1P1 receptor; activation, % at 9.5 µM; P21453; S1P1 CRE-bla cells, forskolin, beta-lactamase FRET, potentiator mode; S1P1 agonist co-added at EC20, 2 nM; 100% = saturating reference agonist, 0% = basal; actives 0.57% (n = 56,000); AID 449;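 active = activation above a cutoff set at the mean activation of all tested compounds plus 3 SD, cut at about 54% in these data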;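 note: forskolin at 4 µM as EC80 and the EC20 agonist is SEW2871; 100% = SEW2871 at its EC100 plus forskolin at EC80; some compounds past the cut are filed as inactive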
S1P3 ag – S1P3 (human) receptor agonism. Q99500. S1P3 NFAT-BLA reporter cells, FRET ratio; relative to 1 µM S1P, basal subtracted. activation, % at 4.5 µM. actives 0.1% (n = 60,000);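 active = activation above the screen-wide mean plus 3 SD, cut at about 4.5% in these data, passing the limit was not always enough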; note: some compounds called inactive have numbers as strong as hits
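Assay system: CHO cells stably expressing human S1P3, Gα16 and NFAT-β-lactamase reporter. Timing: overnight plating, 4 h compound 37 °C, 2 h substrate RT. Signal: β-lactamase FRET emission ratio 460/535 nm. Measure: percent activation versus median 1 µM S1P response, basal-subtracted, per plate. Repeats: primary screen single test, confirmation screen in triplicate.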
An asterisk follows results filed as active. The order is random; 8.3% or so of the library scored in one or more.

Results for CCOC(=O)Cc1cc(=O)c2c(=O)n(-c3ccccc3)[nH]c2[nH]1 ?
HEK293 NFkB inh: 15; D1 mod: 0.053; 5HT1E ag: 1.2; Jurkat viability: -6; HTR1E antagonist: 5; 5HT1a ag: -2.1; 5-HT1A blocker: -8; S1P1 ag pot: 6; S1P3 ag: 0.1

How did CN(C)c1ccnc(NCc2ccccc2)c1C#N do in these assays?
HEK293 NFkB inh: 1; D1 mod: 1.2; 5HT1E ag: 0.0; Jurkat viability: -1; HTR1E antagonist: 10; 5HT1a ag: 20*; 5-HT1A blocker: 10; S1P1 ag pot: 1; S1P3 ag: -0.5

Results for O=C(CSc1nnc(-c2ccco2)n1Cc1ccccc1)c1ccc(F)cc1 ?
HEK293 NFkB inh: 5; D1 mod: -0.86; 5HT1E ag: 0.4; Jurkat viability: 8; HTR1E antagonist: 5; 5HT1a ag: -4.1; 5-HT1A blocker: 17; S1P1 ag pot: 23; S1P3 ag: 0.3

Results for Cc1cc(C)c2c(CN3CCN(C/C=C/c4ccccc4)CC3)cc(=O)oc2c1 ?
HEK293 NFkB inh: 10; D1 mod: -0.38; 5HT1E ag: 0.5; Jurkat viability: 5; HTR1E antagonist: 1; 5HT1a ag: 0.9; 5-HT1A blocker: -2; S1P1 ag pot: 8; S1P3 ag: -1.4

What do the screens show for `CC(=O)OC(Cn1ccnc1)c1ccccc1` (stereo not drawn)?
HEK293 NFkB inh: 5; D1 mod: 0.75; 5HT1E ag: -0.5; Jurkat viability: -11; HTR1E antagonist: -9; 5HT1a ag: -4.3; 5-HT1A blocker: 4; S1P1 ag pot: -19; S1P3 ag: 0.3

How did O=C(CSc1nnc(-c2ccccn2)n1Cc1ccccc1)Nc1ccc2c(c1)OCO2 do in these assays?
HEK293 NFkB inh: 10; D1 mod: -0.98; 5HT1E ag: -0.4; Jurkat viability: 10; HTR1E antagonist: 25; 5HT1a ag: -4.2; 5-HT1A blocker: 20; S1P1 ag pot: 19; S1P3 ag: -0.9

How did COc1ccc(OC)c(N2C(=O)CC(C(C)c3ccccc3)C2=O)c1 (stereo not drawn) do in these assays?
HEK293 NFkB inh: 28; D1 mod: -0.51; 5HT1E ag: -0.4; Jurkat viability: 1; HTR1E antagonist: 7; 5HT1a ag: 6.6; 5-HT1A blocker: 10; S1P1 ag pot: -25; S1P3 ag: -2.3

How did COc1ccc(-c2ccc(CCC(=O)O)n2C(C)C)cc1 do in these assays?
HEK293 NFkB inh: 3; D1 mod: -0.17; 5HT1E ag: 0.4; Jurkat viability: 4; HTR1E antagonist: -1; 5HT1a ag: 0.7; 5-HT1A blocker: 5; S1P1 ag pot: 13; S1P3 ag: -0.7

How did N#Cc1nc(COc2ccccc2F)oc1NCCCn1ccnc1 do in these assays?
D1 mod: 0.45; 5HT1E ag: 0.4; HTR1E antagonist: 1; 5HT1a ag: -0.7; S1P1 ag pot: 7; S1P3 ag: -0.2

How did O=c1[nH]c2cc3c(cc2cc1CN(CCc1ccccc1)Cc1nnnn1C1CCCC1)OCCO3 do in these assays?
HEK293 NFkB inh: 13; D1 mod: 1.1; 5HT1E ag: -0.8; Jurkat viability: -2; HTR1E antagonist: 11; 5HT1a ag: -1.1; 5-HT1A blocker: 12; S1P1 ag pot: -4; S1P3 ag: -0.1

Results for COc1cccc(Cn2nnc(C(=O)NCc3ccccc3Cl)c2N)c1 ?
HEK293 NFkB inh: 7; D1 mod: 6.8*; 5HT1E ag: 0.2; Jurkat viability: -3; HTR1E antagonist: 1; 5HT1a ag: -2.4; 5-HT1A blocker: 3; S1P1 ag pot: -3; S1P3 ag: -1.1

What do the screens show for `COC(=O)c1cc2c(s1)CS(=O)C2` (stereo not drawn)?
HEK293 NFkB inh: 7; D1 mod: -0.53; 5HT1E ag: -0.8; Jurkat viability: -1; HTR1E antagonist: -4; 5HT1a ag: -2.1; 5-HT1A blocker: -1; S1P1 ag pot: -11; S1P3 ag: -0.5

Results for Cn1c(=O)c2c(O)cc(=O)[nH]c2n(-c2ccccc2)c1=O ?
HEK293 NFkB inh: 7; D1 mod: 0.54; 5HT1E ag: 0.4; Jurkat viability: -9; HTR1E antagonist: 4; 5HT1a ag: -0.3; 5-HT1A blocker: -19; S1P1 ag pot: 12; S1P3 ag: 0.0

What do the screens show for `CCSC1=NCN(CCCC(=O)O)CN1`?
HEK293 NFkB inh: 15; D1 mod: -0.16; 5HT1E ag: 0.6; Jurkat viability: 3; HTR1E antagonist: -7; 5HT1a ag: 0.1; 5-HT1A blocker: 2; S1P1 ag pot: 6; S1P3 ag: -1.4

What do the screens show for `COc1ccc2[nH]c3c(=O)n(CCCCC(=O)N4CCC(C(N)=O)CC4)c(=S)[nH]c3c2c1`?
HEK293 NFkB inh: 9; D1 mod: 2.4; 5HT1E ag: -0.2; Jurkat viability: 8; HTR1E antagonist: 8; 5HT1a ag: -1.6; 5-HT1A blocker: -7; S1P1 ag pot: -4; S1P3 ag: -0.5

What do the screens show for `O=C(NC1CCCCC1)c1ccc(S(=O)(=O)N2CCOCC2)cc1`?
HEK293 NFkB inh: 4; D1 mod: -0.35; 5HT1E ag: -1.2; Jurkat viability: 7; HTR1E antagonist: 2; 5HT1a ag: -2.9; 5-HT1A blocker: 2; S1P1 ag pot: 13; S1P3 ag: -1.0

How did c1ccc2c(c1)ccc1nnc(-c3ccc4c(c3)OCO4)n12 do in these assays?
HEK293 NFkB inh: 13; D1 mod: 22*; 5HT1E ag: -0.8; Jurkat viability: 7; HTR1E antagonist: 6; 5HT1a ag: 0.1; 5-HT1A blocker: -12; S1P1 ag pot: -28; S1P3 ag: 0.0

What do the screens show for `COc1ccc(C(=O)CSc2nnc(C(CO)NC(=O)c3ccc(OC)cc3)n2C)cc1` (stereo not drawn)?
HEK293 NFkB inh: 13; D1 mod: 0.41; 5HT1E ag: -0.3; Jurkat viability: 8; HTR1E antagonist: 3; 5HT1a ag: -1.6; 5-HT1A blocker: 1; S1P3 ag: -0.6

How did O=C(c1ccco1)N1CCN(C(c2ccc(F)cc2)c2nnnn2CC2CCCO2)CC1 (stereo not drawn) do in these assays?
HEK293 NFkB inh: 15; D1 mod: -0.3; 5HT1E ag: 0.6; Jurkat viability: 0; HTR1E antagonist: 5; 5HT1a ag: -1.4; 5-HT1A blocker: -7; S1P1 ag pot: -4; S1P3 ag: -0.5

Results for O=C(Nc1nnc(CC(=O)N2CCOCC2)s1)c1cccs1 ?
HEK293 NFkB inh: 16; 5HT1E ag: -1.0; Jurkat viability: -5; HTR1E antagonist: -3; 5HT1a ag: -0.9; 5-HT1A blocker: -1; S1P1 ag pot: -22; S1P3 ag: 0.9

The final two entries of the part before open the next one.
How did O=C(c1ccco1)N1CCN(C(c2ccc(F)cc2)c2nnnn2CC2CCCO2)CC1 (stereo not drawn) do in these assays?
HEK293 NFkB inh: 15; D1 mod: -0.3; 5HT1E ag: 0.6; Jurkat viability: 0; HTR1E antagonist: 5; 5HT1a ag: -1.4; 5-HT1A blocker: -7; S1P1 ag pot: -4; S1P3 ag: -0.5

Results for O=C(Nc1nnc(CC(=O)N2CCOCC2)s1)c1cccs1 ?
HEK293 NFkB inh: 16; 5HT1E ag: -1.0; Jurkat viability: -5; HTR1E antagonist: -3; 5HT1a ag: -0.9; 5-HT1A blocker: -1; S1P1 ag pot: -22; S1P3 ag: 0.9

How did CC(C)C(NC(=O)C1CCCCC1)C(=O)NCc1ccccn1 (stereo not drawn) do in these assays?
HEK293 NFkB inh: 19; D1 mod: -0.76; 5HT1E ag: -1.0; Jurkat viability: -2; HTR1E antagonist: 3; 5HT1a ag: -0.3; 5-HT1A blocker: -1; S1P1 ag pot: -12; S1P3 ag: -0.3

What do the screens show for `COC(=O)CSc1nnc(CNC(=O)c2ccccc2OC)n1-c1ccc(OC)cc1`?
HEK293 NFkB inh: 5; D1 mod: -0.16; 5HT1E ag: -1.1; Jurkat viability: 0; HTR1E antagonist: 12; 5HT1a ag: -2.3; 5-HT1A blocker: 0; S1P1 ag pot: 16; S1P3 ag: -0.4

How did CCCCOCCCNC(=O)Cc1ccccc1OC do in these assays?
HEK293 NFkB inh: 21; D1 mod: -0.55; 5HT1E ag: 0.9; Jurkat viability: 9; HTR1E antagonist: -5; 5HT1a ag: -1.4; 5-HT1A blocker: 0; S1P1 ag pot: -20; S1P3 ag: -1.2

Results for CCCn1c2c(c(O)c(C(=O)Nc3ncccc3C)c1=O)CCCC2 ?
HEK293 NFkB inh: 22; 5HT1E ag: 0.7; Jurkat viability: 2; HTR1E antagonist: 13; 5HT1a ag: 0.1; 5-HT1A blocker: -2; S1P1 ag pot: -1; S1P3 ag: -0.7

What do the screens show for `CCC(C)NC(=O)c1c(N)n(/N=C/c2ccccn2)c2nc3ccccc3nc12` (stereo not drawn)?
HEK293 NFkB inh: 21; D1 mod: -0.53; 5HT1E ag: 2.4; Jurkat viability: -1; HTR1E antagonist: -14; 5HT1a ag: 2.4; 5-HT1A blocker: -16; S1P1 ag pot: -29; S1P3 ag: 0.7

How did COCCN1C(=O)c2ccccc2C(C(=O)NCCCN2CCCC2=O)C1c1c[nH]c2ccccc12 (stereo not drawn) do in these assays?
HEK293 NFkB inh: 11; D1 mod: -0.48; 5HT1E ag: 0.5; Jurkat viability: 1; HTR1E antagonist: -5; 5HT1a ag: -0.8; 5-HT1A blocker: -6; S1P1 ag pot: -2; S1P3 ag: -0.9

Results for OC(Cn1nnc2ccccc21)Cn1c(C(F)(F)F)nc2ccccc21 (stereo not drawn) ?
HEK293 NFkB inh: 14; 5HT1E ag: -0.3; Jurkat viability: 2; HTR1E antagonist: -4; 5HT1a ag: -1.3; 5-HT1A blocker: -8; S1P1 ag pot: 4; S1P3 ag: 0.8

How did c1ccc2[nH]c(CN3CCN(c4ncnc5c4oc4ccccc45)CC3)nc2c1 do in these assays?
HEK293 NFkB inh: -1; D1 mod: 9.6*; 5HT1E ag: 0.0; Jurkat viability: 14; HTR1E antagonist: 10; 5HT1a ag: 6.2; 5-HT1A blocker: 19; S1P1 ag pot: -2; S1P3 ag: -1.2

How did CCCS(=O)(=O)N1CCCC(C(=O)NCc2ccco2)C1 (stereo not drawn) do in these assays?
HEK293 NFkB inh: -6; D1 mod: 0.25; 5HT1E ag: 0.6; Jurkat viability: -2; HTR1E antagonist: -7; 5HT1a ag: -3.2; 5-HT1A blocker: 0; S1P1 ag pot: -41; S1P3 ag: -1.7

Of the compounds above, 2 have a cyano group:
How did CN(C)c1ccnc(NCc2ccccc2)c1C#N do in these assays?
HEK293 NFkB inh: 1; D1 mod: 1.2; 5HT1E ag: 0.0; Jurkat viability: -1; HTR1E antagonist: 10; 5HT1a ag: 20*; 5-HT1A blocker: 10; S1P1 ag pot: 1; S1P3 ag: -0.5

How did N#Cc1nc(COc2ccccc2F)oc1NCCCn1ccnc1 do in these assays?
D1 mod: 0.45; 5HT1E ag: 0.4; HTR1E antagonist: 1; 5HT1a ag: -0.7; S1P1 ag pot: 7; S1P3 ag: -0.2

Screening data (PubChem BioAssay)
